GSK3beta inhib: human GSK3beta kinase inhibitors, primary screen, biochemical, cell-free homogeneous, HTS | Glycogen synthase kinase-3 beta (Homo sapiens), P49841 | GST-GSK3beta kinase, ADP-Glo luminescence, 60 min; stronger effect = lower value | activity score (negative = inhibition), % at 10 µM | 300,000 tested, 0.038% active;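 active means more than half of replicate wells score below -50%, meaning over 50% inhibition versus plate controls; inconclusive means some replicates but at most half score below -50%; inactive means no replicate scores below -50%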;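 further: 0% = median DMSO wells and -100% = median GW8510 positive control wells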
Target sequence (P49841 whole entry, looked up): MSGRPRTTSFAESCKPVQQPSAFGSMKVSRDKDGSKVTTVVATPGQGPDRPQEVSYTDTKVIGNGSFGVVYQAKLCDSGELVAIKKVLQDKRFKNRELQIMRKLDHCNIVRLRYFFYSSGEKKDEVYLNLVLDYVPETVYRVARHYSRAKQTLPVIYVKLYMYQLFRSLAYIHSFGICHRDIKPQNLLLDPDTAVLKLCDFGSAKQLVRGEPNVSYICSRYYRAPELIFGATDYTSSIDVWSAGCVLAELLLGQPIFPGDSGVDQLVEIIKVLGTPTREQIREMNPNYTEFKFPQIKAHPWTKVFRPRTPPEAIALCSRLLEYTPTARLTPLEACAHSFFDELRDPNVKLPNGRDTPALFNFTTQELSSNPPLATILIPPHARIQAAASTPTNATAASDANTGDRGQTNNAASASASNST
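Test system: GST-tagged human GSK3beta kinase, cell-free; evaluation: activity score scaled between in-plate DMSO and GW8510 controls; measured by: ADP-Glo luminescence; incubation: 60 min reaction, RT; benchmarks: DMSO and 20 µM GW8510; reagent: peptide substrate plus 25 µM ATP (final); medium: Tris/MgCl2 kinase buffer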
HSP90 refold inh: HSP90 inhibitors, primary screen, cell lysate, luminescence | Heat shock protein HSP 90 (rabbit reticulocyte lysate; luciferase refolding) | inhibition, % at 5.6 µM | Rabbit reticulocyte lysate, luciferase refolding luminescence, 3 h | 290,000 tested, 0.91% active;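 active means inhibition above the screen-wide mean plus 3 SD, computed separately per campaign, cut at about 16% in these data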;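 further: 0% = DMSO wells and 100% = 60 µM geldanamycin wells; inhibitors lower the luminescence because luciferase stays unfolded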
HSF-1 act: HSF-1 activators, primary screen, NIH3T3-HGL cells, MG132 stress, luminescence, single point | 300,000 tested, 1.7% active | NIH3T3-HGL HSF-1 luciferase reporter, 8 h; 100% = twice DMSO control signal | activation, % at 9 µM;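 active means mean replicate activation of at least 50% with a set share of replicates each reaching 50%; inconclusive means only one of those two conditions met; inactive means mean below 50% and too few replicates reaching it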;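 further: 0% = median of the neutral control wells and 100% = twice that signal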
aSyn UTR inh: MLPCN primary screen, SNCA 5' untranslated region; alpha-synuclein 5'UTR reporter, inhibitor activity; inhibition, % (tested at 7.5 µM); 300,000 tested, 0.82% active; AID 1813, 2009; in the data active means inhibition above about 60%; inconclusive means no clear call, values can overlap the other calls;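 further: H4 neuroglioblastoma cells stably carrying SNCA 5'UTR luciferase fusion; 0% = DMSO wells and 100% = positive control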
HSF1 inhib: HSF1 inhibitors in luciferase reporter cells, primary screen, cell-based, NIH3T3, luminescence. NIH3T3-HGL HSE-luciferase, MG132-induced, luminescence 8 h; stronger effect = lower value. activity change, negative = inhibition, % at 7.5 µM (by protocol). 300,000 tested, 0.77% active. AID 2098, 2009;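 active means more than half of replicate wells show activity change below -50%, luminescence cut by over half; inconclusive means some wells, but at most half, below -50%; inactive means no replicate well below -50%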;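 further: luciferase reports HSF-1 transcriptional activity via heat shock element; 0% = median of DMSO wells and -100% = zero luminescence signal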
IEC-6 tox: cytotoxicity in IEC-6 intestinal epithelial cells, primary screen, cytotoxicity control for KLF5 inhibitor project, cell-based, luminescence. AID 1825, 2009. IEC-6 cytotoxicity, luminescence viability. inhibition, % at 5 µM. 290,000 tested, 0.78% active; in the data active means inhibition above about 22%;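 further: 0% = plate median of test compound wells and 100% = cytotoxic reference compound wells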
AI-2 QS mod: Vibrio harveyi AI-2 quorum sensing modulators, primary screen, JMH597 strain, luminescence/OD600 ratio; Vibrio harveyi JMH597 AI-2 luminescence/OD600 ratio, 9 h; stronger effect = lower value; strain lacks LuxN and CqsS sensors; 0 = neutral-control median; activity change, % at 7.5 µM; 300,000 tested, 0.4% active; in the data active means activity change below about -75%, passing the limit was not always enough; inconclusive means no clear call, values can overlap the other calls;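 further: luminescence divided by OD600 gain over 9 h not by final OD600 alone; inactives centre near 13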
GSK3 alpha inh: blockers of GSK3A enzyme activity – biochemical, luminescence, cell-free homogeneous, HTS, primary screen. inhibition, % at 10 µM. 320,000 tested, 0.1% active. Glycogen synthase kinase-3 alpha (Homo sapiens), P49840. GSK-3 alpha kinase, ADP-Glo luminescence, 60 min. AID 2650, 2010;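 in the data active means inhibition above about 50%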;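 further: GST-tagged GSK-3 alpha with peptide substrate and 25 µM ATP; 0% = DMSO neutral wells and 100% = GW8510 positive control wells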
Target sequence (P49840 whole entry, looked up): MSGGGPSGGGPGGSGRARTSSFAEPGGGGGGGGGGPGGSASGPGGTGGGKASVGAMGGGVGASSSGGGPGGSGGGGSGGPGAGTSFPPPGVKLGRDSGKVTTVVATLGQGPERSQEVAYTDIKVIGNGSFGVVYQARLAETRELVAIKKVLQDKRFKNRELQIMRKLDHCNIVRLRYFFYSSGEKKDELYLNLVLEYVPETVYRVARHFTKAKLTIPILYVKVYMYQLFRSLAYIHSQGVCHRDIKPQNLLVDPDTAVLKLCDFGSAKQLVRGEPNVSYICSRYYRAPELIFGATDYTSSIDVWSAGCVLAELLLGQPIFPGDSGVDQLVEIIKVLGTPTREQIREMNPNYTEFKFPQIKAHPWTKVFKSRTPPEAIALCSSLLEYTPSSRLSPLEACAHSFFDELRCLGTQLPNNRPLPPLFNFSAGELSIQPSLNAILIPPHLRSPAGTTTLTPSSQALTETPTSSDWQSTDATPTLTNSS
HIF act: HIF pathway transcriptional activators, primary screen, cell-based, U2OS HRE-luciferase, luminescence | U2OS HRE-luciferase reporter; normalized: DMSO 0%, desferrioxamine 100% | activation, % at 7.5 µM (by protocol) | 300,000 tested, 0.32% active;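 active means mean activation of at least 10% of the iron chelator positive control signal, with at least half of replicates also reaching 10%; inconclusive means mean and replicate majority disagree about reaching 10%; inactive means mean and most replicates under 10%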
KLF5 inh: KLF5 expression inhibitors, primary screen, DLD-1 cells, luminescence; DLD-1 KLF5 promoter-luciferase reporter; inhibition, % at 5 µM; 290,000 tested, 0.23% active; AID 1700, 2009;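 active means inhibition above a per-plate limit of that plate's mean compound inhibition plus 3 SD, cut at about 60% in these data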;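 further: 0% = DMSO wells and 100% = LY294002 at 200 µM; higher means less KLF5 promoter-driven luciferase light; inactives centre near -14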
An asterisk follows results filed as active; ? = inconclusive; · = no result given.

SMILES	GSK3beta inhib	HSP90 refold inh	HSF-1 act	aSyn UTR inh	HSF1 inhib	IEC-6 tox	AI-2 QS mod	GSK3 alpha inh	HIF act	KLF5 inh
CC(C)c1onc(C(=O)Nc2cccc(O)c2)c1[N+](=O)[O-]	2	-1	21	-38	6	-5	2	-1	0.5	-16
Cc1ccc(S(=O)(=O)NCCS(=O)(=O)N2CCN(c3ccc(F)cc3)CC2)cc1	0	·	6	16	8	·	11	-2	0.3	·
CN(C(=O)Nc1ccc(Cl)cc1Cl)[C@H]1c2cc(Br)ccc2OC[C@H]1CO	-6	2	5	28	4	-1	15	2	-0.2	16
CC(C)c1ccc(C(C)NC(=S)NC2CCCCC2)cc1 (centres undefined)	-3	-4	-9	21	-3	-6	6	-3	0.2	-20
COC(=O)c1[nH]c(C)c(/C(O)=C2\C(=O)C(=O)N(CCN3CCOCC3)C2c2ccc(C)o2)c1C (centres undefined)	-1	2	-2	-16	-3	6	4	-9	-0.1	-19
CCOC(=O)CSc1nc(C)c2ccc(C)cc2n1	-3	-2	12	-1	6	9	34	1	-0.1	8
Cc1ccc(-c2csc3nnc(SCC(=O)Nc4cccc(C)n4)n23)cc1	2	2	-6	-23	-2	-2	20	-5	0.4	-2
CC1(CC(=O)N/N=C/c2ccc(-c3ccc(C(=O)O)cc3)o2)OCCO1	1	-1	7	-18	-6	-5	20	1	·	-20
COc1ccccc1Oc1ccc(N2CC(C(=O)OCC(=O)c3ccccc3)CC2=O)cc1 (centres undefined)	0	4	-11	-4	-1	-2	36	-1	-0.3	-16
O=C(CSc1n[nH]c(=O)n1-c1cccnc1)N1CCOCC1	3	2	13	10	-4	-6	7	-3	0.2	-4
CCCC(=O)NNC(=O)Nc1ccccc1	-1	-5	1	-28	5	-3	4	0	-0.1	-16
CCC(C)c1ccccc1NC(=O)CN1CCN(C/C=C/c2ccccc2)CC1 (centres undefined)	-7	0	6	10	-1	-10	-11	-6	0.2	-7
COc1ccc(NC(=S)N2C3CCC2CC(NC(=O)NC24CC5CC(CC(C5)C2)C4)C3)c(OC)c1 (centres undefined)	1	-1	-4	20	2	1	21	-2	-0.8	17
O=S(=O)(Nc1ccc(N2CCOCC2)nn1)c1ccccc1	-1	-4	-9	13	-4	0	13	0	-0.4	-32
COc1ccc(-c2csc3ncn(-c4cccc(C)c4)c(=O)c23)cc1OC	-1	3	9	20	1	0	20	0	-0.1	1

By substructure: those above with four or more nitrogen atoms
SMILES	GSK3beta inhib	HSP90 refold inh	HSF-1 act	aSyn UTR inh	HSF1 inhib	IEC-6 tox	AI-2 QS mod	GSK3 alpha inh	HIF act	KLF5 inh
Cc1ccc(-c2csc3nnc(SCC(=O)Nc4cccc(C)n4)n23)cc1	2	2	-6	-23	-2	-2	20	-5	0.4	-2
O=C(CSc1n[nH]c(=O)n1-c1cccnc1)N1CCOCC1	3	2	13	10	-4	-6	7	-3	0.2	-4
COc1ccc(NC(=S)N2C3CCC2CC(NC(=O)NC24CC5CC(CC(C5)C2)C4)C3)c(OC)c1 (centres undefined)	1	-1	-4	20	2	1	21	-2	-0.8	17
O=S(=O)(Nc1ccc(N2CCOCC2)nn1)c1ccccc1	-1	-4	-9	13	-4	0	13	0	-0.4	-32

Additional results
SMILES	GSK3beta inhib	HSP90 refold inh	HSF-1 act	aSyn UTR inh	HSF1 inhib	IEC-6 tox	AI-2 QS mod	GSK3 alpha inh	HIF act	KLF5 inh
CC(=O)c1cc(N2CCC(C(=O)O)CC2)ccc1[N+](=O)[O-]	-4	2	-10	-3	-1	3	12	1	0.3	-7
C[C@@H]1NC(=O)[C@H](CCC(N)=O)NC(=O)c2cc([N+](=O)[O-])cc(I)c2NCC[C@@H](C(N)=O)NC1=O	·	-1	·	·	·	1	·	-1	·	-20
COc1cccc(CNC(=O)C2CCCN2S(=O)(=O)c2ccc3c(c2)C(C)(C)C(=O)N3C)c1 (centres undefined)	2	-5	5	4	-7	6	27	-2	-0.3	-15
CCN(CC)S(=O)(=O)c1cccc(NC(=O)CCNC(=O)c2ccc([N+](=O)[O-])cc2)c1	0	-1	10	9	-3	6	18	-1	0.0	-39
CCCCCC(=O)NC(=S)Nc1cccc(C(C)=O)c1	-7	-1	11	-36	7	-10	-95*	·	0.1	1
c1ccc(CCn2c(SCc3ccccc3)nnc2-c2ccncc2)cc1	0	2	8	3	-2	4	-9	-1	-1.6	-13
O=C(O)c1ccc(N2CCCC2=O)cc1	-5	3	15	11	4	5	71	-3	-14	-7
O=C(NCc1ccco1)C1CCN(S(=O)(=O)c2cccc([N+](=O)[O-])c2)CC1	-3	3	-84	5	-80*	2	13	4	-0.1	-22
Cc1ccc(C)c(-n2nnnc2SCC(=O)Nc2cccc(-c3nnc4n3CCCCC4)c2)c1	4	-2	-16	1	-14	8	8	0	-0.1	-11
COc1ccc(-c2[nH]ncc2CN(CCO)CC23CC4CC(CC(C4)C2)C3)c(OC)c1	2	-4	-3	-12	-1	1	1	-3	-0.3	-11
CCN(CC)C(=O)CC(c1ccc(F)cc1)c1ccco1 (centres undefined)	2	0	3	-15	5	0	25	7	-0.2	0
O=C(OCCN(CCOC(=O)c1ccncc1)S(=O)(=O)c1cccs1)c1ccncc1	-3	-1	-6	1	-2	-4	19	7	-0.1	-46
O=C(O)c1cc(N/N=C/c2c(O)ccc3ccccc23)ccc1Cl	1	-4	?	-66	43	6	75	3	1.8	-95
CC(C(=O)NC(=O)NC1CCCCC1)N1CCN(c2ccccn2)CC1 (centres undefined)	1	0	-6	-3	4	6	35	-4	0.0	-19
COc1ccccc1Nc1nc(N2CCCC2)nc(N2CCOCC2)n1	2	·	-4	-1	-1	·	13	2	-0.6	·

Reformatted field by field: part of the list above
CC(=O)c1cc(N2CCC(C(=O)O)CC2)ccc1[N+](=O)[O-]
  GSK3beta inhib: -4	HSP90 refold inh: 2	HSF-1 act: -10	aSyn UTR inh: -3	HSF1 inhib: -1	IEC-6 tox: 3	AI-2 QS mod: 12	GSK3 alpha inh: 1	HIF act: 0.3	KLF5 inh: -7
c1ccc(CCn2c(SCc3ccccc3)nnc2-c2ccncc2)cc1
  GSK3beta inhib: 0	HSP90 refold inh: 2	HSF-1 act: 8	aSyn UTR inh: 3	HSF1 inhib: -2	IEC-6 tox: 4	AI-2 QS mod: -9	GSK3 alpha inh: -1	HIF act: -1.6	KLF5 inh: -13

Other structures:
SMILES	GSK3beta inhib	HSP90 refold inh	HSF-1 act	aSyn UTR inh	HSF1 inhib	IEC-6 tox	AI-2 QS mod	GSK3 alpha inh	HIF act	KLF5 inh
CCOC(=O)N1CCN(C(=O)c2cn(CC)c3ccc(S(=O)(=O)N4CCOCC4)cc3c2=O)CC1	1	-1	-8	3	-1	-1	8	0	0.4	-9
NC(=O)C1CCN(C(=O)CSc2nc3c(c(-c4ccccc4)n2)CCCC3)CC1	1	-2	-14	4	-6	4	35	-5	1.6	-1
Cc1cc(C)n(C(=O)c2ccc(C)c(F)c2F)n1	3	-4	8	-9	-1	-4	9	0	0.2	-1
Cn1c(N)c(C(=O)COC(=O)CCCN2C(=O)c3ccccc3C2=O)c(=O)n(C)c1=O	2	0	-12	-2	0	-1	15	-1	1.1	-15
C=CCNc1ncnc2c1cnn2-c1ccc(C)cc1C	0	-6	-2	-27	-3	0	37	0	0.9	-12
COc1ccc(-c2nc3c(c(SCC(=O)N4CCOCC4)n2)COC(C)(C)C3)cc1	-3	4	2	-17	-7	-4	10	-2	0.1	-26
O=C(OCC(=O)N1c2ccccc2Sc2ccccc21)C1CC(=O)N(Cc2ccco2)C1 (centres undefined)	6	2	-2	3	9	1	25	-2	-0.2	-31
Oc1ccc(Nc2ccnc3cc(Cl)ccc23)cc1	2	3	-4	-5	-6	3	8	9	-14	-16
CC1(C(=O)NC2CCCC2)CCC(=O)N1Cc1ccccc1 (centres undefined)	-2	-1	-8	29	1	2	15	-2	-0.2	-9
Cc1ccc(-n2nc3c(c2NC(=O)CC(C)C)CS(=O)(=O)C3)cc1	3	0	3	25	2	7	11	1	0.1	-4
CC(=O)c1c(C)nc(Nc2nc3ccccc3s2)nc1C	0	0	33	-83	18	2	15	-6	3.2	-72
CCC(=O)Nc1cc(C(=O)OCC(=O)c2ccccc2)ccc1C	0	20*	13	-88	-3	0	10	-2	1.5	-66
CC(NC(=O)c1ccco1)C(=O)N1CCN(C(c2ccccc2)c2ccccc2)CC1 (centres undefined)	1	-4	-3	8	0	-4	22	0	0.3	-28
CCOc1ccc(-c2nc(CSCC(=O)NCc3ccco3)c(C)o2)cc1	2	10	-74	46	-72*	1	3	-2	-0.8	18

Source: PubChem

Rows were taken by chance (roughly 4.7% active in at least one column).
